Screens deposited in PubChem BioAssay by several laboratories.
Hep lipid drop – modulators of hepatic lipid droplet formation; AML12 mouse hepatocytes, oleate lipid droplets, BODIPY imaging; hit rate 0.4% among 240,000; AID 1656; inhibition, % at 6.5 µM;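 active = lipid droplet intensity inhibited by at least 50%, with more than 500 cells counted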
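Assay system: AML12 hepatocytes (mouse) / Also added: 100 µM oleic acid challenge / Times: overnight treatment with compound plus oleate / Detection: high-content imaging of BODIPY-stained droplets and DAPI nuclei / Evaluation: % inhibition of lipid droplet signal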
bCat nuc transl – alters nuclear translocation of beta-catenin in HeLa cells; nuclear translocation activity, % at 5 µM; hit rate 0.3% among 190,000; immunofluorescence imaging;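 active = nuclear translocation activity above 50% at 5 µM, with a well cell count of 50 or more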;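 also: per-cell ratio of nuclear to cytoplasmic median beta-catenin stain intensity; plate controls were DMSO negative control for no effect and GSK-3 inhibitor IX positive control for full effect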
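Technique: fluorescence imaging of beta-catenin antibody stain plus DAPI / Material: human HeLa cell line / Incubation: compound treatment 24 h, 37°C, 5% CO2 / Read-out basis: % activation of per-cell nuclear versus cytoplasmic median beta-catenin signal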
Autophagy mod – alters autophagy in cells. MEF GFP-LC3 puncta imaging; test concentration mostly 10 µM. calls only at 10 µM (by protocol). hit rate 0.98% among 190,000. AID 463193;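 active = percentage of spot-positive cells more than 3 SD above its plate mean, without a fluorescence outlier flag or 80% toxicity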;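 also: spot-positive cell cutoff set from DMSO-treated cells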
Ins promoter up – MIN6 insulin promoter up-regulation; z-score at 5 µM; MIN6 insulin promoter-GFP reporter, high-content imaging; hits give high values; hit rate 0.3% among 190,000;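 active = z-score above 3 at 5 µM with at least 500 cells counted in the well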
PMI inhibitors – MPI enzyme activity inhibition – biochemical, fluorescence intensity, coupled assay, primary screen (AID 1209). purified PMI enzyme, coupled fluorescence intensity; higher % means a stronger effect. hit rate 0.42% among 190,000. inhibition, % at 20 µM; hits with a dose series show IC50 in µM;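 also: plate controls were DMSO vehicle for no effect and wells lacking substrate for full effect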
PMI inhibition – human PMI inhibitors, high substrate, primary screen, biochemical, fluorescence intensity, high mannose 6-phosphate (AID 1220); recombinant PMI enzyme, coupled fluorescence intensity; higher % means a stronger effect; inhibition, % at 20 µM; hits with a dose series show IC50 in µM; hit rate 0.66% among 190,000
TNAP activators – stimulation of alkaline phosphatase TNAP activity – biochemical, luminescent, no phosphate acceptor, uHTS, primary screen (AID 1001). purified TNAP, luminescent activation assay, no phosphate acceptor; higher activation fold means a stronger effect. activation fold at 20 µM; hits with a dose series show EC50 in µM. hit rate 0.03% among 200,000; in the data active = activation fold from about 3, or a potency from the dose series; inactive = the rest, 99 in 100 with activation fold below about 1.6; also: many of its hits are not listed in these tables
T cell modulator – T cell immune modulators affecting CD8 T cell-vesicle binding; 2C CD8+ T cell-vesicle binding, flow cytometry; hits give low values; calls only at 7 µM; hit rate 0.068% among 330,000;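 active = response, share of CD8 T cells binding vesicles, and their 90th percentile fluorescence all below set limits, cut at about 80% in these data, passing the limit was not always enough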
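Material: murine 2C transgenic CD8+ T lymphocytes / Also added: QL9-peptide-loaded Drosophila micro-vesicles bearing Ld, ICAM-1 and B7-1 / Schedule: binding step 1.5 h, 37 °C, antibody labelling 20 min, ice / Signal: flow cytometry, PE anti-B7-1 (FL2) versus Alexa647 anti-CD8 (FL8), PFA-fixed / Evaluation: percent CD8+ FL2 mean versus row control / Benchmarks: naked versus QL9-loaded vesicles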
MT stabilizer – microtubule stabilizers in HeLa cells; HeLa tubulin immunostaining HCS, 24 h; share of cells brighter than vehicle mean+2SD; % tubulin-high responders, % at 10 µM; hit rate 0.83% among 200,000;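 active = plate Z-score above 3 for both tubulin-high and condensed-nucleus cell shares, with cell loss under 80%, at 10 µM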;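 also: anti alpha tubulin signal scored within the nucleus-defined area of each cell; some results filed as inactive read as strong as hits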
Ins promoter up cell count – also measured in Ins promoter up; calls as there; cell count; measured here: cytotoxicity, nuclei count;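 total cells summed across four imaged fields per well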
Hep lipid drop cells 6.5 µM – also measured in Hep lipid drop; calls as there; cell count; measured here: cell count, cytotoxicity flag;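 cells counted across two imaged fields per well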
bCat nuc transl cell count 5 µM – further read-out of bCat nuc transl, marked with its call; cell count; measured here: cell count, cytotoxicity flag
T cell modulator vesicle-bound % – recorded beside T cell modulator, whose call it bears; double positive events, %; measured here: CD8+ vesicle-bound cell fraction;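 binding gate set so that unloaded-vesicle control wells show 10% double positive cells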
MT stabilizer Hoechst-high % – also measured in MT stabilizer; calls as there; % Hoechst-high responders; measured here: nuclear condensation Hoechst responders;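 share of cells brighter than vehicle mean plus two SD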
MT stabilizer cytotoxicity % – also measured in MT stabilizer; calls as there; toxicity, %; measured here: cytotoxicity by cell density;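 0% = mean cell density of plate MIN control wells and 100% = no cells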
Autophagy mod cell loss 18 h – recorded beside Autophagy mod, whose call it bears; toxicity, %; measured here: cell loss, nuclei count;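 cell loss after 18 h compound exposure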
Starred values were filed as active, the others as inactive; i = inactive; . = no result given; + = active, no number. Rule as the data show it, unless noted: active = inhibition above about 50%; inactive = the rest. The list is partial, so the mix of outcomes need not match the whole.

item	molecule	bCat nuc transl cell count 5 µM	MT stabilizer cytotoxicity %	Ins promoter up	PMI inhibitors	T cell modulator vesicle-bound %	MT stabilizer	T cell modulator	Ins promoter up cell count	bCat nuc transl	Hep lipid drop cells 6.5 µM	TNAP activators	Autophagy mod	Autophagy mod cell loss 18 h	Hep lipid drop	PMI inhibition	MT stabilizer Hoechst-high %
1	COc1cccc(Oc2c(C)oc3cc(OC(=O)N(C)C)ccc3c2=O)c1	.	16	0.41	0%	16	2.0	i	1170	.	740	1.1	i	-6	-4	-6%	0.3
2	COc1ccc(C(=O)C2CCCN(C3CSCCSC3)C2)c(C)c1 (stereo not given)	1514	11	-0.46	14%	31	3.7	i	1516	1.0	665	1.1	i	8	-2	16%	2.7
3	CN(C)c1ccc(N=Cc2c(O)n(CCC3=CCCCC3)c(=O)[nH]c2=O)cc1	1159	9.7	-0.03	4%	51	3.2	i	1026	-0.7	.	1	+	.	.	29%	4.2
4	CN(C)P(=O)(NC(=O)c1cccn1C)N(C)C	1089	6.6	0.37	-7%	29	2.5	i	1222	-0.2	693	1.1	i	4	-19	2%	2.8
5	Fc1cccc(CCNCc2ccccn2)c1	1357	12	-0.14	6%	21	2.6	i	1622	0.5	.	0.9	i	5	.	1%	1.7
6	NC(N)=N/N=C/c1cn(-c2ccccc2)nc1-c1cccs1	1136	91	-0.35	4%	24	78	i	1323	-2.0	660	1	+	.	6	2%	17
7	Cc1ccc2c(c1)CNc1ccccc1O2	1219	13	-0.44	-5%	20	1.7	i	969	-2.0	.	1.1	i	-8	.	10%	3.2
8	N/C(=N\N=C/c1ccc(-c2ccc(O)c(C(=O)O)c2)o1)N[N+](=O)[O-]	1379	0.1	0.34	27%	21	2.4	i	1585	1.1	.	1	i	-21	.	44%	1.9
9	Cc1ccc(C(=O)Nc2ccc(-n3ccnc3P(=O)(O)c3ccccc3)cc2)cc1	1186	6.7	1	4%	37	1.7	i	1362	1.5	692	1	i	-20	-5	-4%	1.2
10	CCOC(=O)c1c(-n2c(C)cc(/C=C3\C(=O)NC(=O)N(C)C3=O)c2C)sc2c1CCCC2	1350	11	0.27	15%	11	3.1	i	1511	-1.1	.	1	i	16	.	13%	2.6
11	O=c1[nH]c(=O)n(-c2ccc(Br)cc2)c(O)c1C=NCCN1CCCCC1	1367	.	0.64	.	20	.	i	1073	-1.7	737	.	.	.	-8	.	.
12	CN1c2ccccc2Oc2ccccc21	1025	10	0.03	7%	28	2.5	i	1355	-1.0	669	1.1	i	8	1	15%	1.3
13	O=[N+]([O-])c1ccc(N2CCNCC2)cc1N1CCCCC1	1089	2.3	-1.1	6%	11	1.2	i	1202	-0.4	742	0.9	i	-11	0	10%	0.5
14	COC(=O)c1ccc(C(C(=O)NC2CCCCC2)N(CCN2CCOCC2)C(=O)Cc2cccs2)cc1 (stereo not given)	1102	2.4	-0.06	-7%	40	2.5	i	1346	-0.5	678	1.2	i	20	-2	-7%	1.5
15	O=P(Nc1ccccc1)(Oc1ccccc1)Oc1ccccc1	1268	.	-0.21	.	21	.	i	1115	0.7	749	.	.	.	-12	.	.

Three entries from above, ordered by number of heavy atoms, largest number first:
item	molecule	bCat nuc transl cell count 5 µM	MT stabilizer cytotoxicity %	Ins promoter up	PMI inhibitors	T cell modulator vesicle-bound %	MT stabilizer	T cell modulator	Ins promoter up cell count	bCat nuc transl	Hep lipid drop cells 6.5 µM	TNAP activators	Autophagy mod	Autophagy mod cell loss 18 h	Hep lipid drop	PMI inhibition	MT stabilizer Hoechst-high %
10	CCOC(=O)c1c(-n2c(C)cc(/C=C3\C(=O)NC(=O)N(C)C3=O)c2C)sc2c1CCCC2	1350	11	0.27	15%	11	3.1	i	1511	-1.1	.	1	i	16	.	13%	2.6
13	O=[N+]([O-])c1ccc(N2CCNCC2)cc1N1CCCCC1	1089	2.3	-1.1	6%	11	1.2	i	1202	-0.4	742	0.9	i	-11	0	10%	0.5
7	Cc1ccc2c(c1)CNc1ccccc1O2	1219	13	-0.44	-5%	20	1.7	i	969	-2.0	.	1.1	i	-8	.	10%	3.2

Carrying on:
item	molecule	bCat nuc transl cell count 5 µM	MT stabilizer cytotoxicity %	Ins promoter up	PMI inhibitors	T cell modulator vesicle-bound %	MT stabilizer	T cell modulator	Ins promoter up cell count	bCat nuc transl	Hep lipid drop cells 6.5 µM	TNAP activators	Autophagy mod	Autophagy mod cell loss 18 h	Hep lipid drop	PMI inhibition	MT stabilizer Hoechst-high %
16	COc1ccc(-c2[nH]ncc2CNC(C)Cc2ccsc2)c(F)c1 (stereo not given)	1082	4.5	-0.14	15%	56	3.5	i	1272	1.4	704	0.6	i	-27	-14	3%	1.4
17	CCOc1ccccc1-n1c(O)c(C=Nc2ccc(N(CC)CC)cc2)c(=O)[nH]c1=O	1013	42*	.	27%	34	22*	i	.	-5.1	.	1	i	7	.	59%*	27*
18	COc1ccc2c3c([nH]c2c1)C(C)NCC3 (stereo not given)	1148	6.4	0.16	28%	14	3.1	i	1386	-2.4	733	1.1	i	-9	-7	3%	1.3
19	CC(=O)Nc1ccc(C2CN(C)CC2C(=O)c2ccc(Cl)cc2)cc1 (stereo not given)	1451	1.4	-0.13	-4%	26	2.8	i	1391	-0.4	665	1	i	-1	-4	-5%	1.6
20	CSC1=NP(=S)(SC)N(C)c2nc3n(c21)CCC3 (stereo not given)	1400	20	0.9	8%	20	5.2	i	1520	2.0	.	1	i	8	.	10%	2.5
21	Cc1ccc(S(=O)(=O)N(C)C)cc1NC(=O)C(C)[N+]12CCN(CC1)CC2 (stereo not given)	1025	7.5	0.53	1%	12	3.3	i	1251	3.6	675	1.1	i	15	12	3%	2.2
22	CCOC(=O)c1c(/N=C/c2c(O)n(-c3ccccc3F)c(=S)[nH]c2=O)sc2c1CCCC2	.	5.4	.	-24%	28	1.7	i	.	.	833	1.1	i	25	2	-42%	1.8
23	O=C(c1cc(S(=O)(=O)N2CCCCC2)ccc1F)N1CCC2(CC1)OCCO2	1203	3.6	-0.63	-7%	33	2.3	i	927	-3.9	749	1.1	i	0	4	-8%	2.3
24	COc1cccc(CNCCc2ccccc2)c1OC	1111	6.8	-0.74	-12%	58	2.6	i	1335	-2.6	692	1.1	i	-3	4	-6%	2.3
25	Cc1ccc2c(c1)[C@@H]1CN(C)CC[C@@H]1N2C(=O)Nc1cccc(C(F)(F)F)c1	.	6.8	-0.31	-1%	47	2.5	i	888	.	811	1.1	i	4	0	-8%	1.2
26	COC(=O)C1C2c3ccccc3OC1(C)N=c1s/c(=C/c3cnn(C)c3C)c(=O)n12 (stereo not given)	.	8.1	-0.59	3%	57	3.7	i	1413	.	679	1.1	i	-4	5	0%	3.1
27	O=C(COc1ccc(Cl)cc1)N1CCN(Cc2ccc([N+](=O)[O-])cc2)CC1	1054	9.8	-0.26	-3%	46	3.4	i	1263	-0.2	666	1.1	i	22	-4	-10%	1.2
28	Cc1cc(OC(=O)N(C)C)nc2c1c(C)nn2C	1323	.	-0.55	.	35	.	i	1188	0.5	718	.	.	.	1	.	.
29	COc1c(C)cc(C(=O)C2CCCN(Cc3ccccn3)C2)cc1C (stereo not given)	983	2.8	-0.39	15%	53	1.6	i	1601	-0.3	715	1	i	4	-21	12%	2.2
30	Cc1occc1C(=O)N1CCC2(CC1)OCCO2	1038	27	0.04	-13%	41	2.4	i	1628	0.9	683	1	i	-8	5	-18%	1.9

A few values from the results shown:
T cell modulator vesicle-bound % with entry 22 = 28
bCat nuc transl with entry 29 = -0.3
PMI inhibition with entry 24 = -6%
PMI inhibition with entry 30 = -18%

Further records:
item	molecule	bCat nuc transl cell count 5 µM	MT stabilizer cytotoxicity %	Ins promoter up	PMI inhibitors	T cell modulator vesicle-bound %	MT stabilizer	T cell modulator	Ins promoter up cell count	bCat nuc transl	Hep lipid drop cells 6.5 µM	TNAP activators	Autophagy mod	Autophagy mod cell loss 18 h	Hep lipid drop	PMI inhibition	MT stabilizer Hoechst-high %
31	CCCCn1c(O)c(C(CC)=NCCCN(C)C)c(=O)[nH]c1=O	1134	7.2	0.07	14%	19	6.9	i	1193	-3.4	804	1.1	i	7	0	6%	2.9
32	CCCCC/C=C\C/C=C\C/C=C\C/C=C\CCCC(=O)Nc1ccc(O)cc1	1132	.	0.31	23%	52	.	i	1316	-2.0	637	1	.	.	-2	13%	.
33	Cc1cccc(N2C(=O)/C(=C/c3ccc(CN(CCC#N)S(C)(=O)=O)o3)C(=O)NC2=S)c1	1169	6.1	0.04	-35%	40	2.4	i	1249	1.2	789	1	i	-13	3	-74%	1.5
34	CCC(COC(=O)NC)NC(=O)Oc1cccc(C)c1 (stereo not given)	1380	6.7	-0.59	-7%	41	3.4	i	1534	-1.9	.	1	i	10	.	-6%	1.6
35	CCCCCCOc1ccc(CN2CCN(CC)CC2)cc1	.	14	-1.2	5%	30	1.5	i	567	.	759	1.1	i	-6	-16	-7%	1.3
36	COc1ccc(C2=NCC(=S)Nc3ccc(Cl)cc32)cc1Cl	1022	4.2	-0.59	3%	29	5.1	i	1451	0.5	727	0.9	i	0	9	2%	3.1
37	CCCN1C2CCCC1CC(NC(C)=O)C2 (stereo not given)	1177	3.6	-0.36	7%	48	5.7	i	960	-2.8	777	1.1	i	9	12	3%	2.4
38	COc1cc(C(=S)N2CCOCC2)cc(OC)c1OC(=O)Cc1ccccc1	1136	3.3	0.33	14%	43	2.6	i	1235	-0.5	738	1.1	i	-4	-7	6%	2.2
39	Cc1ccsc1C(=O)C1CCCN(Cc2ccccc2O)C1 (stereo not given)	1087	1.4	-0.71	1%	18	1.2	i	1528	-0.3	723	1.1	i	-10	-1	-2%	1.3
40	CCn1c(O)c(/C(C)=N/N2CCCCC2c2cccnc2)c(=O)[nH]c1=S (stereo not given)	1018	2.9	0.01	-8%	5	4.2	i	1319	-2.1	688	1	i	20	-6	2%	1.7
41	O=C(Cc1ccccc1)OCCNC(=O)c1cccnc1	1245	6.9	-0.52	-4%	20	3.1	i	959	1.0	794	1	i	1	-1	-11%	2.3
